# Compound activity deposited in PubChem by National Center for Advancing Translational Sciences (NCATS).
# D1 antagonist: Antagonist of Human D 1 Dopamine Receptor: qHTS. D(1A) dopamine receptor (Homo sapiens), P21728. HEK293 TREx D1 cells, calcium flux, dopamine EC80; active compounds read low. activity change, negative = inhibition, % at 10 µM. 3.2% of 360,000 active. AID 504652, 2011; in the data active = activity change below about -30%; also: % is scaled to controls: 0 for no effect and ±100 for the full control effect
# Target sequence (P21728 whole entry, looked up): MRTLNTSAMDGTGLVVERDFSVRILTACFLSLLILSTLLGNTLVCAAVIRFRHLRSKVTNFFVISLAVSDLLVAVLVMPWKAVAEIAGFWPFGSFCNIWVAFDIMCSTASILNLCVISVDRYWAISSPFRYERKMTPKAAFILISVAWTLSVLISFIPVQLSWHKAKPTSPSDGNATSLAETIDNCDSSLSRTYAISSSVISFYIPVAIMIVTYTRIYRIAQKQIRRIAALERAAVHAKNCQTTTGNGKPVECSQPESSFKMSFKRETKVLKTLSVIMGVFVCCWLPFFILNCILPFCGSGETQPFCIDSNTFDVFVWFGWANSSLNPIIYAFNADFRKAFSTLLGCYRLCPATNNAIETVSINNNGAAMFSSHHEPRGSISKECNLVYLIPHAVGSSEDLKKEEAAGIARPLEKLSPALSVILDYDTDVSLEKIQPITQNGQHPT
#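 Inducible Hek293 Trex D1 cells (tetracycline, overnight, 30 C). Calcium dye 30–90 min RT. Antagonist mode: EC80 dopamine added after 180 s compound read.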
# D2 agonist: HTS Assay for Allosteric Agonists of the Human D2 Dopamine Receptor: Primary Screen for Agonists | D(2) dopamine receptor (Homo sapiens), P14416 | activation, % at 2 µM | 0.53% of 340,000 active | AID 485358, 2010 | HEK293 T-REx D2 cells, calcium flux agonist mode;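 active = activation over 3 SD above normal in the single-dose calcium agonist read, cut at about 30% in these data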; also: 0% is about no effect
# Target sequence (P14416 whole entry, looked up): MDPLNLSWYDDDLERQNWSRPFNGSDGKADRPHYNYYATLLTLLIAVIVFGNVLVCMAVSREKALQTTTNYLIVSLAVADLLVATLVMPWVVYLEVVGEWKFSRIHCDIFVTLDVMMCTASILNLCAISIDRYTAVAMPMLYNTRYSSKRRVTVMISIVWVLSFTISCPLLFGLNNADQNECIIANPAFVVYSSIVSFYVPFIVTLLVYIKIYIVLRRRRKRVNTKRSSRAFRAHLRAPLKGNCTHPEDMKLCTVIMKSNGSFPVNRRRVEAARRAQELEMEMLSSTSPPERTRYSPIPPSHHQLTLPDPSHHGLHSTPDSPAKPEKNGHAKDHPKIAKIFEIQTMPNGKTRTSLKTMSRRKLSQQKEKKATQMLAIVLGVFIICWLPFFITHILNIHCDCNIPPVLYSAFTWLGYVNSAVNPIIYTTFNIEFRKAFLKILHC
#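 Agonism scored from kinetic calcium signal (1 read/sec, 180 s) following compound pin transfer, after a 10 s baseline. Cells: HEK293 Trex line expressing inducible D2 receptor coupled to calcium, dye-loaded after overnight culture at 30 C.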
# D2 PAM: HTS Assay for Positive Allosteric Modulators of the Human D2 Dopamine Receptor: Primary Screen for Potentiators | AID 485347, 2010 | 0.34% of 340,000 active | D(2) dopamine receptor (Homo sapiens), P14416 | HEK293 T-REx D2, calcium flux, EC20 dopamine potentiation | potentiation, % at 10 µM;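 active = potentiation over 3 SD above the plate norm, cut at about 30% in these data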; also: 0% is about no effect
#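 Potentiation of an EC20 dopamine calcium response measured kinetically over 180 s, after a preceding 180 s compound-only read flagging agonists. Cells: inducible Hek293 Trex D2 line, 4000/well, cultured overnight at 30 C before dye loading.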
# D1 ag: Allosteric Agonists of the Human D1 Dopamine Receptor: qHTS; HEK293 T-REx D1 cells, calcium flux, agonist mode; activation, % at 2 µM; 1% of 360,000 active; also: 0% is about no effect
#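 Agonism was scored from calcium flux recorded over 180 s (1 read/s) after pintool compound addition, following a 10-cycle baseline. Cells were inducible force-coupled HEK293 TREx D1, plated overnight at 30 C and loaded with no-wash calcium dye.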
# RXFP1 antag: qHTS Assay for Antagonists of the Relaxin Receptor RXFP1. Relaxin receptor 1 (Homo sapiens), Q9HBX9. HEK293-RXFP1, relaxin-stimulated cAMP HTRF, 30 min; active compounds read low. activity change, negative = inhibition, % at 57.5 µM. 0.59% of 350,000 active. AID 1259400, 2018;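 active = activity change of -60% or lower, but not beyond a set lower limit; inconclusive = change between -60% and -40%, or beyond the set limit; inactive = change above -40%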; also: % is scaled to controls: 0 for no effect and ±100 for the full control effect
# D1 PAM: Potentiators of Human D1 Dopamine Receptor: qHTS. D(1A) dopamine receptor (Homo sapiens), P21728. HEK293 TREx D1 cells, calcium flux, dopamine EC20 potentiation. potentiation, % at 10 µM. 0.036% of 360,000 active; in the data active = potentiation above about 30%; also: 0% is about no effect
# TRHR ag: qHTS for Small Molecule Agonists and Allosteric Enhancers of Human TRH Receptor: Primary Screen for Agonists; Thyrotropin-releasing hormone receptor (Homo sapiens), P34981; TRHR cells, calcium flux fluo-8, FDSS agonist mode; activation, % at 2 µM; 0.18% of 360,000 active; AID 493084, 2011; also: 0% is about no effect
#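 TRHR-expressing cells loaded with fluo-8 calcium dye; 23 nL library compound pin-transferred, kinetic FDSS fluorescence (Ex 480/Em 530) recorded about 180 s for agonist-induced calcium release, before a 10 nM TRH EC20 addition for potentiator mode.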
# TRHR enhancer: qHTS for Small Molecule Agonists and Allosteric Enhancers of Human TRH Receptor: Primary Screen for Enhancers | Thyrotropin-releasing hormone receptor (Homo sapiens), P34981 | TRHR cells, fluo-8 calcium fluorescence, EC20 TRH enhancement | enhancement, % at 2 µM | 0.66% of 360,000 active | AID 493056, 2011; in the data active = enhancement above about 30%; also: 0% is about no effect
#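 TRHR-expressing cells loaded with fluo-8 calcium dye were read kinetically (ex 480/em 530) during compound addition, then stimulated with an EC20 of TRH (10 nM final). Enhancement of the Gq-mediated intracellular calcium response was scored.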
# D2 antag: HTS Assay for Allosteric Antagonists of the Human D2 Dopamine Receptor: Primary Screen for Antagonists | HEK293 TREx D2 cells, calcium flux, dopamine EC80 | inhibition, % at 10 µM | 2% of 340,000 active; in the data active = inhibition above about 30%; also: 0% is about no effect
#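 Calcium flux kinetic readout in an inducible HEK293 TREx D2 line plated overnight at 30 C. After 180 s compound exposure, an EC80 dopamine challenge follows with another 180 s kinetic read to detect antagonism.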
# * marks the source's active call; other numbers are inactive results; ? = inconclusive; . = no result given. Rule as the data show it, unless noted: active = activation above about 30%; inactive = the rest. An unsorted share of the library. Share with any hit: about 7.1%.
SMILES,D1 antagonist,D2 agonist,D2 PAM,D1 ag,RXFP1 antag,D1 PAM,TRHR ag,TRHR enhancer,D2 antag
COc1ccc(NC(C)=O)cc1S(=O)(=O)N1CCn2cccc2C1C (stereo not drawn),1,0.6,-9,1,3,1,0.0,-2,-1
CC1=NN(C(=O)CSCc2ccccc2)C(O)(c2ccccc2)C1 (stereo not drawn),.,-2.0,15,0,1,-6,-1.7,7,-3
C=C(C)COc1ccc(C2NC(=O)c3ccccc3O2)cc1OCC (stereo not drawn),-49*,0.9,-1,4,-13,-13,-0.2,0,-4
Cc1ccc(-c2cc(C(=O)NCCCn3ccnc3)c3ccccc3n2)s1,-7,0.8,6,0,1,2,0.2,5,12
O=C(NOCc1ccccc1)c1ccc(Cl)cc1,15,0.1,-8,-1,7,-8,0.2,1,-24
COc1ccc(Cl)cc1NC(=O)CN(C)CC(=O)Nc1ccc2c(c1)OCO2,-5,0.2,-8,1,-14,-4,-0.4,-3,-18
Cc1cccc(NC(=O)C(=O)NCC2CCCN2S(=O)(=O)c2cccs2)c1C (stereo not drawn),-6,-0.1,2,2,-8,2,-0.2,3,-6
COc1ccccc1CNC(=O)CCCCn1c(=O)c2ccccc2n(CC(=O)Nc2c(C)cc(C)cc2C)c1=O,-4,0.2,9,-3,.,2,-0.5,-2,.
CCN(C(=O)N1CCOCC1)c1ccccc1,4,0.7,24,-1,-12,1,0.8,7,4
Cc1cccc(NC(=O)N2CCCC(CNC(=O)c3ccccc3Cl)C2)c1C (stereo not drawn),-10,-1.8,1,1,-3,-1,0.0,1,-6
Cc1ccccc1NC(=O)/C=C1\SC(=O)NC1=O,-5,1.4,-2,0,-3,-5,0.1,-1,-11
CCc1ccccc1NC(=O)C1CCCN1C(=O)Nc1ccc(C)cc1 (stereo not drawn),2,-0.4,6,1,15,3,-0.1,1,-3

# A second format for part of the listing above:
SMILES | D1 antagonist | D2 agonist | D2 PAM | D1 ag | RXFP1 antag | D1 PAM | TRHR ag | TRHR enhancer | D2 antag
COc1ccc(Cl)cc1NC(=O)CN(C)CC(=O)Nc1ccc2c(c1)OCO2 | -5 | 0.2 | -8 | 1 | -14 | -4 | -0.4 | -3 | -18
COc1ccc(NC(C)=O)cc1S(=O)(=O)N1CCn2cccc2C1C (stereo not drawn) | 1 | 0.6 | -9 | 1 | 3 | 1 | 0.0 | -2 | -1
CCN(C(=O)N1CCOCC1)c1ccccc1 | 4 | 0.7 | 24 | -1 | -12 | 1 | 0.8 | 7 | 4
Cc1cccc(NC(=O)N2CCCC(CNC(=O)c3ccccc3Cl)C2)c1C (stereo not drawn) | -10 | -1.8 | 1 | 1 | -3 | -1 | 0.0 | 1 | -6
Cc1cccc(NC(=O)C(=O)NCC2CCCN2S(=O)(=O)c2cccs2)c1C (stereo not drawn) | -6 | -0.1 | 2 | 2 | -8 | 2 | -0.2 | 3 | -6
CC1=NN(C(=O)CSCc2ccccc2)C(O)(c2ccccc2)C1 (stereo not drawn) | . | -2.0 | 15 | 0 | 1 | -6 | -1.7 | 7 | -3

# New compounds follow
SMILES,D1 antagonist,D2 agonist,D2 PAM,D1 ag,RXFP1 antag,D1 PAM,TRHR ag,TRHR enhancer,D2 antag
O=C(c1ccccc1)c1ccc(OCC(O)CNCc2ccc(Cl)cc2)cc1 (stereo not drawn),-2,0.2,8,75*,-12,5,-1.3,13,0
CN(C)CCCn1c(-c2ccccc2)nc(=S)c2c1CCCC2,2,1.2,3,1,-3,-2,0.8,1,-14
Cc1ccc(CSc2nnc(-c3ccncc3)n2CC2CCCO2)cc1 (stereo not drawn),41,0.0,2,1,17,-1,-0.6,14,-37
COc1cc(OC)c(C(=O)N2CCCC2)cc1OC,7,0.2,-12,1,8,-4,-0.1,-8,0
COc1cc(OC)c(C2Nc3cccc4cccc(c34)N2)c(OC)c1,0,.,.,2,1,-3,0.2,1,.
CCOc1ccccc1C(=O)NCC(=O)Nc1ccc2c(c1)OCO2,9,-0.1,-4,9,-6,2,1.8,1,2
O=C(OCC(=O)N1CCCc2ccccc21)c1ccc(F)c(S(=O)(=O)N2CCOCC2)c1,-1,-0.1,11,10,1,-4,0.0,-5,-10
O=C(CN1CCN(c2ccc(Cl)cc2)CC1)Nc1ccc(Cl)c(C(F)(F)F)c1,12,-1.2,0,1,?,0,0.1,0,.
CC1CCc2sc(C(=O)NNC(=S)NCC3CCCO3)cc2C1 (stereo not drawn),5,-0.7,-1,2,0,-2,-0.1,2,-12
O=C(CSc1nnc(-c2ccc(S(=O)(=O)N3CCCC3)cc2)o1)NCC1CCCO1 (stereo not drawn),-9,0.3,9,2,4,-5,1.0,1,18
Cc1ccc(S(=O)(=O)Nc2ccccc2F)cc1C(=O)N1CCN(c2ccccc2O)CC1,2,0.3,8,-1,-29,-7,-0.1,-2,-69
CCN(CC(=O)Nc1ccccc1OC)C(=O)c1ccccc1Sc1ccccc1C#N,-23,1.1,-9,3,4,-10,-0.3,-4,-9
CCOc1ccc(S(=O)(=O)N2CCC(c3ccncc3)CC2)cc1,-17,-0.7,.,10,-2,-3,-0.5,-7,.
CCCC(=O)c1ccc(N2CCN(S(=O)(=O)c3ccc(C)cc3)CC2)c(F)c1,-2,0.8,5,4,7,0,1.6,6,5
O=C(O)c1c(-c2ccccc2)oc2ccc(OCc3ccc(Cl)c(Cl)c3)cc12,3,.,-4,14,-15,-2,17,-12,.
CCCCCCNc1nc(Cl)nc(NC(C)(C)CO)n1,-7,1.0,-10,0,-14,-2,0.1,2,19
CN1CCN(C(=O)c2ccccc2N(Cc2ccccc2)S(=O)(=O)c2ccccc2)CC1,6,-0.3,-8,-1,19,-5,0.5,1,16
COc1ccc(C=O)cc1COc1c(F)c(F)cc(F)c1F,-17,-0.2,1,2,16,-4,-0.2,-1,-14
CCOc1ccccc1N(CC(=O)Nc1ccccc1C(=O)NCc1ccco1)S(C)(=O)=O,12,0.3,-2,1,-1,-1,1.1,1,1
CCc1nn2c(=O)cc(COC(=O)c3ccccc3NC(=O)COc3ccc(C)c(C)c3)nc2s1,2,0.5,3,0,5,0,-0.1,4,.
CCOc1ccc2nc(N3CCCC(C(=O)Nc4ccc(OC)c(Cl)c4)C3)sc2c1 (stereo not drawn),3,.,16,0,-20,-5,-0.2,-3,.
Cc1cc(=O)n(Cc2ccc(F)cc2Cl)c2c1c(C)nn2C,-11,3.2,-6,6,-7,-4,-0.2,0,.
COc1cc2c(cc1OC)CN(C1CC(=O)N(c3c(C)cccc3C)C1=O)CC2 (stereo not drawn),-13,0.4,3,4,-13,-9,0.7,12,0
CN(CC(=O)Nc1cccc(F)c1)C(=O)c1ccc2c(=O)n3c(nc2c1)CCC3,-13,.,.,1,-4,-3,0.7,1,.

# Structures above with a furan ring, fused or not:
SMILES,D1 antagonist,D2 agonist,D2 PAM,D1 ag,RXFP1 antag,D1 PAM,TRHR ag,TRHR enhancer,D2 antag
O=C(O)c1c(-c2ccccc2)oc2ccc(OCc3ccc(Cl)c(Cl)c3)cc12,3,.,-4,14,-15,-2,17,-12,.
CCOc1ccccc1N(CC(=O)Nc1ccccc1C(=O)NCc1ccco1)S(C)(=O)=O,12,0.3,-2,1,-1,-1,1.1,1,1

# (listing goes on)
SMILES,D1 antagonist,D2 agonist,D2 PAM,D1 ag,RXFP1 antag,D1 PAM,TRHR ag,TRHR enhancer,D2 antag
CNC(=S)N/N=C/c1ccc(-c2cc([N+](=O)[O-])ccc2Cl)o1,1,-0.3,20,4,-16,-3,-2.4,-2,-3
CC(=O)/C(=N\Nc1ccc(C)cc1)N1CCOCC1,2,0.3,-5,6,2,0,1.0,-3,-21
CC(C)Oc1cccc(C(=O)C2CCCN(C(=O)CCc3cnn(C)c3)C2)c1 (stereo not drawn),-5,-0.6,5,3,-2,2,-0.1,0,-7
S=C(Nc1cccc(Cl)c1Cl)Nn1cnnc1,-9,.,-3,0,.,5,0.1,9,.
COc1ccc(CCNc2oc(Cc3ccccc3)nc2C#N)cc1OC,-25,1.0,-1,3,-1,-13,-1.2,-3,9
O=C(C/C=N/OCc1ccc(Cl)cc1)c1cnc(-c2ccccc2)s1,-6,0.7,-7,3,-10,1,0.5,3,-16
COc1ccc(N2CCN(CC(=O)c3c(C)n(C)c4ccc(OC)cc34)CC2)cc1,8,1.9,-14,1,-17,-9,0.8,4,-16
C[C@@H](NC(=O)c1nc[nH]c1C(=O)N1CCN(c2ccccc2)CC1)c1ccccc1,10,1.0,-3,-1,.,6,-0.2,3,-6
COc1ccc(CC(=O)Nc2ccc(-c3cn4ccc(C)cc4n3)cc2)cc1,-3,0.3,7,0,-15,-5,-0.6,2,2
CCCCc1nc(SCC(=O)Nc2cc(C)on2)n[nH]1,4,0.6,-1,0,7,-7,-0.3,0,-6
Cc1nn(-c2ccc(N3CCCC3)nn2)c(C)c1CCC(=O)NCc1ccccc1F,-5,0.3,0,0,17,-4,-0.1,3,.
COC(=O)C(C(=O)N1CCN(C)CC1)C1CCCCCC1 (stereo not drawn),-7,0.4,8,-3,-11,-2,1.1,0,3
Cc1c(-c2ccccc2)n(-c2ccc(Cl)cc2)c2nc3c(c(=O)n(C)c(=O)n3C)n12,-6,1.0,-2,6,-13,-1,0.8,6,.
Cc1cccc(COc2ccc(/C=N/NC(=O)c3nnn(-c4nonc4N)c3C)cc2)c1,-1,1.1,0,4,-7,4,0.6,-1,15
CCOC(=O)C1=C(C)C(c2ccc(OC)cc2)NC(=S)N1 (stereo not drawn),.,0.5,2,-1,-3,-2,-0.5,-10,10
CCOC(=O)c1[nH]c2cc(OC)c(OC)cc2c1NC(=O)c1nonc1C,5,0.3,4,0,2,0,0.3,9,-3
Cc1cccc(N2CCN(Cc3nc(-c4ccc(F)cc4F)oc3C)CC2)n1,5,0.7,-19,9,-2,-6,-1.7,-12,-3
COc1cc2c(cc1OC)/C(=C/C#N)NC(C)(C)C2,-14,0.2,16,0,13,-4,-0.6,-5,8
O=C(Nc1c(Cl)ccc2nsnc12)c1ccco1,4,.,0,1,-2,0,0.0,3,.
O=C(NCc1cccnc1)NC(C(F)(F)F)C(F)(F)F,6,0.0,2,2,-17,0,-0.8,-8,1
CC(C)c1ccccc1NC(=O)CNC(C)c1ccc(F)cc1 (stereo not drawn),-16,-0.8,3,2,3,-2,0.2,0,-22
Cc1ccccc1-c1nc(CN2CCC(C(=O)NC3CCCCC3)CC2)c(C)o1,-2,0.4,5,4,33,6,-0.3,21,-8
COc1cc(NC(=O)c2noc3c2CCC3)c(OC)cc1Cl,-2,0.3,9,4,11,-6,-3.6,-1,6
